MPTP inh – blocks calcium-induced mitochondrial swelling; inhibition, % at 10 µM; isolated mouse mitochondria, Ca2+ swelling absorbance, 30 min; 1.4% of 360,000 active;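 active = inhibition of 50% or more, scaled per plate between neutral and stimulator controls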;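 note: 0% = DMSO wells given calcium and 100% = 1 mM EGTA wells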
SENP8 inh – SENP8 (human) protease inhibition | AID 602440 | recombinant SENP8, Nedd8 substrate fluorescence | inhibition, % at 20 µM | 0.64% of 360,000 active | Q96LD8; in the data active = inhibition mostly above about 40%, no sharp cut-off; inactive = mostly below about 27%
Target sequence (Q96LD8 whole entry, looked up): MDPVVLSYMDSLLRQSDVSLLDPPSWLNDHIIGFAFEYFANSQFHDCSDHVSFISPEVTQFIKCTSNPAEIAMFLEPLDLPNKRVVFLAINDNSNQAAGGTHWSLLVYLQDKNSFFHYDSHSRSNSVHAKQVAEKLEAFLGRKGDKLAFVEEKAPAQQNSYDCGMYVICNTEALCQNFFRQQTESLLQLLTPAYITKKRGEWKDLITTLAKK
HKDC1 inh – inhibitors of human hexokinase HKDC1; Q2TB90; recombinant HKDC1, G6PDH/diaphorase resazurin coupled fluorescence; inhibition, % at 20 µM; 0.16% of 340,000 active;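 active = inhibition above about 35% when tested at 20 µM, limit read from the data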;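 note: plate controls were DMSO wells with enzyme for no effect and DMSO wells lacking enzyme for full effect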
Target sequence (Q2TB90 whole entry, looked up): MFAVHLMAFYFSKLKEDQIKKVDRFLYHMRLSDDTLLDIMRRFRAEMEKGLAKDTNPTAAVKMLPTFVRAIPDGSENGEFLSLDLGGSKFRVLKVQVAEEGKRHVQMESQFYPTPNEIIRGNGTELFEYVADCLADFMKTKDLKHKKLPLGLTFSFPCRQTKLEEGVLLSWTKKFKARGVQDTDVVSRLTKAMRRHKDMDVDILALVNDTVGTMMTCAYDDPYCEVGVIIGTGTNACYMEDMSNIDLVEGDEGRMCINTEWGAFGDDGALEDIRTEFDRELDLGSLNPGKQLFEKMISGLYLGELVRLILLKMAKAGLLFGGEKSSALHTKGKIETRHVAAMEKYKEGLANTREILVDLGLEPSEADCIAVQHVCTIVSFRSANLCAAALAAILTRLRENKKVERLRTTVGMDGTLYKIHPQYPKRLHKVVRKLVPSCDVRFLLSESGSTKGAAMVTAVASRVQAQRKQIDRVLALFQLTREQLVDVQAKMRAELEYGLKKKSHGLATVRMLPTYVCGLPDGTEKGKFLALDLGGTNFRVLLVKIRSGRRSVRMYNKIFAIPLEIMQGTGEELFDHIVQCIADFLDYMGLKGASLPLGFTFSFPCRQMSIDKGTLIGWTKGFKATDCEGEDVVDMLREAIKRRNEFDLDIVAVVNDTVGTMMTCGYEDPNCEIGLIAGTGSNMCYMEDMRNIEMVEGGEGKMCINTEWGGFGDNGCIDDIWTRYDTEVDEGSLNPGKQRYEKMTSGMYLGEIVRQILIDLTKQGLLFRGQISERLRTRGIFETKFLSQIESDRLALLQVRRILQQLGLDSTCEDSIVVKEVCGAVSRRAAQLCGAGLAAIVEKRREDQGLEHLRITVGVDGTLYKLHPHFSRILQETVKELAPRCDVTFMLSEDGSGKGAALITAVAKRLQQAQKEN
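Test system: recombinant HKDC1 (HK5) hexokinase enzyme, produced in-house; Amount: enzyme 5 µg/mL final; Buffer or medium: Tris pH 8.0 buffer with MgCl2, Tween-20, BSA, BME; Reagent: glucose and ATP substrates; Doses: 20 µM test compound, 1% DMSO; Incubation: 90 min reaction incubation at room temperature, dark; Detection: resorufin fluorescence at 613 nm.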
NR3A LBD binder – modulates the human NR3A ligand-binding domain | Tm shift relative to glycine control, % at 25 µM | 2.5% of 340,000 active | NR3A LBD differential scanning fluorimetry, Tm shift; 0% = protein alone, 100% = glycine-bound protein;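 active = melting temperature shift of at least 10% of the positive control shift, at one fixed dose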
SENP6 block – SENP6 protease inhibition; Q9GZR1; Recombinant SENP6 catalytic domain, aminoluciferin luminescence; inhibition, % at 10 µM; 1.8% of 330,000 active; AID 2599;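 active = inhibition above about 50% at the single tested dose, limit read from the data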;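 note: plate controls were DMSO wells with enzyme for no effect and DMSO wells lacking enzyme for full effect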
SENP7 inh – blocks the human protease SENP7. recombinant SENP7, Z-RLRGG-aminoluciferin luminescence, 40 min. AID 434973. 1.5% of 330,000 active. inhibition, % at 5 µM. Q9BQF6;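 active = inhibition above about 50% at the single test dose, limit read from the data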;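 note: plate controls were DMSO with enzyme for no effect and no enzyme buffer wells for full effect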
PfG6PD inh – PfG6PD (Plasmodium falciparum) enzyme inhibition; PfGluPho enzyme, NADPH resazurin-diaphorase fluorescence; inhibition, % at 20 µM; 0.78% of 350,000 active; AID 504690;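 active = inhibition reaching at least a set limit at 20 µM in the primary screen, cut at about 59% in these data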;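 note: 0% = DMSO wells with substrate and 100% = DMSO wells lacking glucose-6-phosphate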
ATG4B inhibitor – inhibitors of human ATG4B cysteine protease; ATG4B cleavage of LC3-PLA2, NBD-HPC fluorescence, 1 h; inhibition, % at 8.33 µM; 0.51% of 340,000 active; in the data active = inhibition above about 40%
* marks the source's active call; other numbers are inactive results; i = inactive; . = not tested or not shown.

Results follow in this order: MPTP inh, SENP8 inh, HKDC1 inh, NR3A LBD binder, SENP6 block, SENP7 inh, PfG6PD inh, ATG4B inhibitor
> Cc1noc(NS(=O)(=O)c2ccc(NC(=O)c3ccc(F)cc3)cc2)c1C
  0.9, 9, -6, -1, 14, -2, 0, -17
> COc1ccc([C@H]2CC(=O)C=C(c3ccc(OC)nc3)C2)cc1
  7.0, -9, 6, -1, -19, -7, 3, -3
> COc1ccc(OC)c(C2=NS(=O)(=O)N(C)C(C(=O)Nc3ccc(C(C)=O)cc3)=C2)c1
  -2.1, 24, -2, -8, 3, 2, 12, -18
> COC(=O)c1c(NC(=O)CSc2nnnn2-c2ccc3c(c2)OCO3)sc(C)c1C
  2.1, 11, -7, -2, -12, -16, 4, 0
> CC(C)CN1C(=O)NC(NC(=O)c2cccs2)(C(F)(F)F)C1=O (configuration not stated)
  6.9, 22, 7, -5, 13, -2, -6, -8
> O=S(=O)(Nc1ccc2c(c1)OCCO2)c1ccc(F)cc1
  -1.7, 9, -5, 1, -16, -6, -20, -1
> CC(=O)c1ccc(COC(=O)c2cc3ccccc3oc2=O)cc1
  0.8, -101, 1, -1, 4, 13, 14, -4
> CNC(=S)NNC(=O)c1sccc1OCc1ccc(Cl)cc1Cl
  -1.3, 22, -8, 1, -12, 2, -2, 1
> CCc1cc(=O)oc2cc(C)cc(OC(C)C(=O)NCCCN3CCCC3=O)c12 (configuration not stated)
  -0.6, -354, 1, -2, -5, -7, 2, -3
> CSCCC(NC(=O)c1ccccc1)C(=O)N1CCN(Cc2ccc(Cl)cc2)CC1 (configuration not stated)
  -2.2, 1, 4, 18*, -7, -3, 2, -8
> COc1cccc(OCC(O)CN2CCC(C)CC2)c1 (configuration not stated)
  5.0, 20, -1, -1, -8, -3, -8, 6
> Cc1ccc(-c2nc(CS(=O)CC(=O)NCc3ccc(Cl)cc3)c(C)o2)cc1 (configuration not stated)
  -0.4, 14, -2, -2, -8, 1, -4, -1
> CC(=O)c1sc(=S)n(-c2ccc(Cl)cc2)c1C
  0.2, 32, -2, -1, 8, 1, 15, -3
> COc1cccc(/C=N/c2nc3ccccc3n2C)c1O
  -0.5, 8, -1, 0, 0, -9, 30, 4
> O=C(Cc1coc2ccc3ccccc3c12)N1CCCC1
  -2.9, 5, -2, 1, -4, 12, 16, -5
> CC(C)(C)c1cc[n+](C2=C([O-])c3ccccc3C(=O)/C2=N\S(=O)(=O)c2ccccc2)cc1
  1.9, 48*, 5, 1, 66*, 15, 25, -2
> Cc1ccc(S(=O)(=O)Nc2nc(CN3CCOCC3)nc3sc(C)c(C)c23)cc1
  -0.1, -89, 5, 2, 2, 4, -27, 3
> Cc1sc2ncnc(N3CCC(C)CC3)c2c1C
  1.0, 12, -1, 1, -10, 7, 1, 3
> CN1C(=O)CC(N2CCN(CC(N)=O)CC2)C1=O (configuration not stated)
  -1.2, 29, -3, -1, -11, -2, -4, -8
> Cc1nn(Cc2c(F)c(F)c(F)c(F)c2F)c(C)c1NC(=O)c1c([N+](=O)[O-])c(C)nn1C
  -1.7, 11, 3, 1, -19, -5, -2, -5
> CCCCCCc1ccc(N2C[C@H](CCCCC)[C@@H](CC(=O)NCc3ccccc3)C2=O)cc1
  12, 13, -2, 3, -13, 1, 16, -6
> CCCCC1(C)Nc2ccccc2-c2nc3ccccc3n21 (configuration not stated)
  0.3, -308, 14, -11, -11, -2, 34, -2
> CC(C)CNS(=O)(=O)c1ccc(CCC(=O)N2CCN(Cc3ccc4c(c3)OCO4)CC2)cc1
  10, 9, 6, 1, -16, 4, -17, -25
> O=[n+]1c2c(n([O-])c3cc(F)ccc31)CCCC2
  -0.2, 15, 4, 2, -12, -10, 20, -7
> O=C(O)CCCn1cc(NC(=O)c2ccc(Br)o2)cn1
  -1.1, 7, -12, -2, -9, 0, -1, -8
> Cc1[nH][nH]c(=O)c1C(c1ccc([N+](=O)[O-])cc1)c1c(C)[nH][nH]c1=O
  0.0, 27, -3, 0, 18, 6, 10, -8
> CNC(=O)N(O)C1N(NC(=O)Nc2ccccc2)C(=S)SC1(C)C (configuration not stated)
  2.1, 16, -10, 0, -23, -4, -2, 6
> COc1ccc(-n2c(Cn3c(=O)sc4ccccc43)nnc2SCC(N)=O)cc1
  -1.7, 3, -8, -3, -4, 16, -16, -3
> COc1ccccc1NC(=O)CSc1nnc(Cc2cccs2)n1C
  -0.2, 24, 1, 0, -20, 4, 11, 1
> CC(=O)N1CCC(N(CCCOC(C)C)S(=O)(=O)c2ccc([N+](=O)[O-])cc2)CC1
  -0.4, 17, -4, 4, -8, 6, 6, -2

Arranged by the number under HKDC1 inh (highest first): four of the compounds above.
structure | HKDC1 inh
O=[n+]1c2c(n([O-])c3cc(F)ccc31)CCCC2 | 4
COc1ccccc1NC(=O)CSc1nnc(Cc2cccs2)n1C | 1
Cc1[nH][nH]c(=O)c1C(c1ccc([N+](=O)[O-])cc1)c1c(C)[nH][nH]c1=O | -3
CC(=O)N1CCC(N(CCCOC(C)C)S(=O)(=O)c2ccc([N+](=O)[O-])cc2)CC1 | -4

Sorted by molar mass (largest number first): 6 of the compounds above
Results follow in this order: MPTP inh, SENP8 inh, HKDC1 inh, NR3A LBD binder, SENP6 block, SENP7 inh, PfG6PD inh, ATG4B inhibitor
> CCCCCCc1ccc(N2C[C@H](CCCCC)[C@@H](CC(=O)NCc3ccccc3)C2=O)cc1
  12, 13, -2, 3, -13, 1, 16, -6
> COc1ccccc1NC(=O)CSc1nnc(Cc2cccs2)n1C
  -0.2, 24, 1, 0, -20, 4, 11, 1
> O=C(O)CCCn1cc(NC(=O)c2ccc(Br)o2)cn1
  -1.1, 7, -12, -2, -9, 0, -1, -8
> Cc1[nH][nH]c(=O)c1C(c1ccc([N+](=O)[O-])cc1)c1c(C)[nH][nH]c1=O
  0.0, 27, -3, 0, 18, 6, 10, -8
> CCCCC1(C)Nc2ccccc2-c2nc3ccccc3n21 (configuration not stated)
  0.3, -308, 14, -11, -11, -2, 34, -2
> O=[n+]1c2c(n([O-])c3cc(F)ccc31)CCCC2
  -0.2, 15, 4, 2, -12, -10, 20, -7

(next part)
Results follow in this order: MPTP inh, SENP8 inh, HKDC1 inh, NR3A LBD binder, SENP6 block, SENP7 inh, PfG6PD inh, ATG4B inhibitor
> CCc1nnc(NC(=O)CSc2nc3cc(OC)c(OC)cc3cc2C)s1
  0.1, 5, -2, -1, -22, 0, -16, 9
> COc1ccc(N(CC(O)Cn2cnc3ccccc32)S(=O)(=O)c2ccc(C)cc2)cc1 (configuration not stated)
  -0.7, 15, 14, -3, 3, 0, -12, -9
> COc1ccc(C2=NCC(CSc3nnc(-c4ccc5c(c4)OCO5)o3)S2)cc1 (configuration not stated)
  58*, -66, 2, -1, -13, 2, 12, -17
> COc1ccc(-c2nnc(SCC(=O)NC(=O)NCc3ccccc3)o2)cc1
  -1.7, 25, -4, 4, 5, -3, -21, -2
> Cc1nccn1CC(=O)N/N=C/c1c[nH]c2ccccc12
  2.2, 10, 9, 2, -28, 2, -11, -9
> O=C(CSc1nc2[nH]ncc2c(=O)[nH]1)NCc1ccc(F)cc1
  -0.4, 9, -3, 1, 4, -11, -13, 3
> Cc1ccc(S(=O)(=O)Nc2ccc(-c3ccc4nncn4n3)cc2)cc1
  -0.8, i, 8, -1, -13, 2, -15, -7
> Cc1ccc(S(=O)(=O)N(C)CCCC(=O)Nc2ccccn2)cc1
  1.3, 8, -3, 0, 14, -7, -3, -6
> CN1CCN(C(=O)C2CCC(C)(C(=O)O)C2(C)C)CC1 (configuration not stated)
  -0.2, 14, -5, -1, 24, 5, -11, 8
> Cc1ccc(NC(=O)c2ccccc2OCc2c(C)noc2C)cc1S(=O)(=O)N(C)C
  -3.5, -8, -3, 5, 1, 2, 9, -10
> CN1CCc2nc3ccc(Cl)cc3c(-c3ccccc3Cl)c2C1
  -0.6, 5, -8, -2, -7, -3, 8, -12
> Cc1ccc(C)c(-n2c(N)c(C(N)=O)sc2=S)c1
  -1.2, 0, 0, -1, -25, 0, 4, -2
> O=C(ON=C1CCN(c2ccc([N+](=O)[O-])cc2)CC1)c1ccccc1
  2.6, 22, -10, -3, -20, 0, 12, -19
> CC(C)NC(=O)c1ccc(NC(=O)CC2SC(N3CCCC3)=NC2=O)cc1 (configuration not stated)
  -1.7, 5, -5, 2, 8, -2, -6, -6
> COc1ccc(C(=O)OC2C(OC)OCC(O)C2O)cc1 (configuration not stated)
  0.3, 8, -7, -1, ., ., 1, -2
> Cc1[nH]c2ccccc2c1C(C[N+](=O)[O-])c1ccco1 (configuration not stated)
  -0.1, -18, 9, -1, -4, -2, 38, -4
> COc1cccc2cc(C(=O)N3CCN(C(=O)c4ccccc4)CC3)c(=O)oc12
  -0.6, -10, -2, 0, -6, -10, -8, -4
> O=C(/C=C/c1ccc(Cl)cc1)Nc1ccc(CN2CCOCC2)cc1
  0.6, 9, -1, -2, -5, 4, 2, 6
> Cc1ccccc1NCC(=O)N/N=C\c1ccc([N+](=O)[O-])s1
  5.3, 45*, -2, 12*, 44, 18, 14, -15
> CC(C)C[C@H](NC(=O)C1CC(=O)N(c2ccc3c(c2)OCCO3)C1)C(=O)N1CCCCC1 (some centres not stated)
  -1.6, 3, 0, -2, -16, 14, -9, 0

Limited to SENP8 inh, ATG4B inhibitor and HKDC1 inh (two entries from above):
canonical_smiles	SENP8 inh	ATG4B inhibitor	HKDC1 inh
O=C(/C=C/c1ccc(Cl)cc1)Nc1ccc(CN2CCOCC2)cc1	9	6	-1
Cc1ccccc1NCC(=O)N/N=C\c1ccc([N+](=O)[O-])s1	45*	-15	-2

SENP6 block, entries above that show a hit
| smiles | MPTP inh | HKDC1 inh | NR3A LBD binder | SENP6 block | SENP7 inh | PfG6PD inh | ATG4B inhibitor |
| --- | --- | --- | --- | --- | --- | --- | --- |
| CC(C)(C)c1cc[n+](C2=C([O-])c3ccccc3C(=O)/C2=N\S(=O)(=O)c2ccccc2)cc1 | 1.9 | 5 | 1 | 66* | 15 | 25 | -2 |

More structures follow:
Results follow in this order: MPTP inh, SENP8 inh, HKDC1 inh, NR3A LBD binder, SENP6 block, SENP7 inh, PfG6PD inh, ATG4B inhibitor
> Cc1ccc(NC(=O)COC(=O)C2CCC2)cc1S(=O)(=O)N1CCOCC1
  0.4, 6, 8, 0, 1, -1, -5, 3
> CCCCNc1nc(CC(C)=O)ns1
  -0.2, 10, -4, -2, -5, -8, 20, -16
> CCn1cc(C(=O)NCCCN2CCN(C)CC2)c(=O)c2cc(S(=O)(=O)N3CCc4ccccc4C3)ccc21
  -0.6, 5, -9, 0, -16, 4, -3, -11
> COc1ccc(S(=O)(=O)NC2CC3CCC2C3)cc1 (configuration not stated)
  -0.5, 8, -6, 0, 15, -3, 0, 4
> CCCS(=O)(=O)n1nc(-c2ccccc2)cc1N
  -0.6, 7, -5, 0, -16, 0, -6, 9
> CC(OC(=O)C1=NN(c2ccccc2)C(=O)CC1)C(=O)NC1CCCCC1C (configuration not stated)
  0.2, 12, 5, 1, -2, 6, 14, -3
> COc1cc2cc(C(=O)N3CCc4ccccc4C3)[nH]c2cc1OC
  2.8, -293, -6, 3, 7, -3, -3, 0
> O=[N+]([O-])c1ccc(COc2ccc(CN3CCCCC3)cc2)cc1
  2.2, 8, -5, 1, ., ., 0, .
> CCN=C(N/N=C/c1ccc([N+](=O)[O-])cc1)SC
  -0.2, 16, 1, 0, -18, -7, -11, -16
> COc1cc2cc(CCCOC(=O)c3ccc4c(c3)OCO4)oc(=O)c2cc1OC
  -0.8, -52, 5, -2, 0, 11, 1, -8
> CCC(C)c1c(O)nc(SCC(=O)N2CCCCC2)[nH]c1=O (configuration not stated)
  0.4, 5, 0, 1, -17, -8, -11, -2
> Cc1ccc(N2CCN(C(=O)c3ccccc3NC(=O)C3CC=CCC3C(=O)O)CC2)cc1 (configuration not stated)
  -0.5, -5, -4, 0, -7, -2, 1, 8
> CCCCOc1ccc(C(=O)N2CCNC(=O)C2)cc1
  -1.0, 12, -5, 3, -5, 0, 2, -6
> Cc1ccccc1CSc1nc2n(n1)C(c1cccs1)C1=C(CCCC1=O)N2 (configuration not stated)
  -0.9, -233, -2, -10, 7, -4, 17, 2
